PHOSPHO1 inh – PHOSPHO1 (human) inhibition; Q8TCT1; recombinant PHOSPHO1, absorbance phosphatase assay; inhibition, % at 13.3 µM; hit rate 1.1% among 290,000; AID 1565; in the data active = inhibition above about 60%
MEKK3 PB1 HTS – MEKK3-MEK5 PB1 interaction, increase or decrease; bead-based flow cytometry, Alexa488-MEK5 binding to MEKK3; actives lie on both sides; 0 = blocked by unlabeled MEK5, 100 = vehicle; binding response (% of control), % at 10 µM; hit rate 1.4% among 290,000; AID 1529;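 active = binding response more than 3 SD above or below the average of its plate-row segment, actives on both sides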;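 note: Alexa488 bead fluorescence after subtracting the streptavidin-only scavenger bead signal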
p-CIP stab down – compounds decreasing mouse p/CIP protein stability | F442A p/CIP-EGFP cells, EGFP fluorescence, 16 h | decrease of EGFP signal, % at 10 µM | hit rate 0.01% among 290,000;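 active = EGFP signal decrease of at least 30% at 10 µM or well 3 SD below plate mean, unless failing retest; inactive = the rest, including hits failing retest or dose response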; note: some compounds called inactive have numbers as strong as hits; many of its hits are not listed in these tables
Target sequence (Q05BA5 1-1403): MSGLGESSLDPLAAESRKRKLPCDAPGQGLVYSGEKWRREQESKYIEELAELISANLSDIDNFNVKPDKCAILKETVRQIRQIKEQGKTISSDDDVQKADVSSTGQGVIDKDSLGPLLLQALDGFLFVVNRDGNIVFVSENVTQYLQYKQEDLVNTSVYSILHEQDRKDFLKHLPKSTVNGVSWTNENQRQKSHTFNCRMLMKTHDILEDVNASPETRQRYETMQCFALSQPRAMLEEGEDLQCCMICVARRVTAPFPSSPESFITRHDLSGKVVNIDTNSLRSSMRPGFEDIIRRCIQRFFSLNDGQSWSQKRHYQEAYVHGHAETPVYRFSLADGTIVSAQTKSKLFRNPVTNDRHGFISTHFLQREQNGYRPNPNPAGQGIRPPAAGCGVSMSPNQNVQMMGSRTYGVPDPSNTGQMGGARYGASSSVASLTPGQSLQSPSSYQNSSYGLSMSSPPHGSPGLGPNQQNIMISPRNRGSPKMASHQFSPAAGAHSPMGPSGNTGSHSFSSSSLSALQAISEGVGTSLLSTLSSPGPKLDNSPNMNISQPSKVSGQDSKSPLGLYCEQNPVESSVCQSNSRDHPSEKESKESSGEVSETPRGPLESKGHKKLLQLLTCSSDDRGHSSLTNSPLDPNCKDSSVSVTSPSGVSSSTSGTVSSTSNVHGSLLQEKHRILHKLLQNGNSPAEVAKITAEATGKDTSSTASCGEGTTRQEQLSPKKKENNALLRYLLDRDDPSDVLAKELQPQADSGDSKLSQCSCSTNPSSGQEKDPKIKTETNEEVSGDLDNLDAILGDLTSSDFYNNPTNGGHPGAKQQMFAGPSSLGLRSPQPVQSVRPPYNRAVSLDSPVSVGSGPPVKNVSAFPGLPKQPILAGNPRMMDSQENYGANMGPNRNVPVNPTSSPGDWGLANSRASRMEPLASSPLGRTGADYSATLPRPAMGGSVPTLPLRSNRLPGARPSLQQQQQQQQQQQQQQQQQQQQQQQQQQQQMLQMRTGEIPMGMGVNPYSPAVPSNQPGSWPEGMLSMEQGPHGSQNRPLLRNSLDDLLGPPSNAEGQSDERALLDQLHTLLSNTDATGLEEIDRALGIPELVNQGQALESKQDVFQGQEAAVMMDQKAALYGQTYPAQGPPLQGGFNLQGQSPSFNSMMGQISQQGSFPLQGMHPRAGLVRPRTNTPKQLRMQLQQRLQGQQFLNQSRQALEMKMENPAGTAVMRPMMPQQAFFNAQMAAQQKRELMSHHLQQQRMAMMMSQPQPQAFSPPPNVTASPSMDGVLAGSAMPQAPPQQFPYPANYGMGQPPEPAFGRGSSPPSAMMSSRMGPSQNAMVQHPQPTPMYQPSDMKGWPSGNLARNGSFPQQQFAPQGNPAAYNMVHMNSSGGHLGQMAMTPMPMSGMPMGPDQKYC
CRFBP-R2 agonist – CRF-BP/CRF-R2 complex agonism; HEK293 CRF-R2/CRF-BP, calcium dye fluorescence (FLIPR); percent of saturating CRF peptide response; activation, % at 13.2 µM; hit rate 0.46% among 350,000;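 active = activation of at least 50%, plus an integration ratio under a set limit after plate pattern correction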;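 note: plate controls were neutral control wells without compound for no effect and CRF at EC100 for full effect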
IDE inh – inhibitors of human insulin-degrading enzyme in cells. AID 434962. hit rate 0.41% among 320,000. inhibition, % at 5.59 µM. HEK cells, FAbetaB cleavage, fluorescence polarization;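 active = percent inhibition above the average of all tested compounds plus 3 SD, set per screening campaign, cut at about 16% in these data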;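 note: IDE supplied by intact live HEK cells; FP after avidin binding of uncleaved biotin substrate so inhibition keeps polarization high; 0% = DMSO wells and 100% = 60 µM reference IDE inhibitor Ii1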
IDE cell activ – boosts human insulin-degrading enzyme activity in HEK cells | P14735 | FAbeta-B cleavage, fluorescence polarization; 0% vehicle, 100% cell-free pure enzyme wells | activation, % at 5.96 µM | hit rate 0.073% among 340,000 | AID 493087;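 active = activation above the mean of all tested compounds plus 3 SD, set per screening campaign, cut at about 17% in these data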
M4 PAM – potentiates acetylcholine response at human M4 receptor; P08173; CHO-K1 hM4/Gqi5, Fluo-8 calcium fluorescence, ACh EC20; 0% = ACh EC20, 100% = maximal ACh; activation, % at 3 µM; hit rate 0.4% among 360,000;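 active = activation above its plate's cutoff, the mean activation of sample wells plus 3 SD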; note: some results filed as inactive read as strong as hits
GalR3 antagonist – antagonists of human GalR3; HEK293 GalR3-CNG cAMP membrane potential fluorescence; galR3 body fused to GalR1 C-terminus; inhibition, % at 3 µM; O60755; hit rate 0.44% among 360,000; AID 651719;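 active = inhibition above the screen-wide average plus 3 SD, cut at about 13% in these data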;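 note: forskolin and galanin both at EC90 stimulate the cells; cAMP rise reported by CNG channel membrane potential dye signal; 0% = forskolin plus galanin with DMSO and 100% = forskolin alone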
CRFBP-R2 block – CRF-BP/CRF-R2 complex antagonism; HEK293 CRF-R2/CRF-BP, CRF-induced calcium fluorescence; inhibition, % at 11.8 µM; hit rate 0.59% among 350,000;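 active = inhibition of the ligand-induced calcium signal above about 50% at the single tested concentration, limit read from the data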
* = called active by the depositor; / = not tested or not shown; [ ] = another dose, or the depositor's remark.

(1) O=C(CCC(=O)Nc1nnc(C2CCCCC2)s1)NCc1cccs1
(2) O=C(CCC(NC(=O)OCc1ccccc1)C(=O)OCc1ccccc1)NCC(=O)OCc1ccccc1 (configuration not stated)
(3) Cc1ccc(C)c(N2CCN(C(=O)C3CCN(c4nc(C)cc(C)n4)CC3)CC2)c1
(4) O=c1cc(COn2nnc3ccc(C(F)(F)F)cc32)nc2sccn12
(5) Cc1ccc(S(=O)(=O)N2CCN(C(=O)CSc3ccc(F)cc3)CC2)cc1
(6) NNC(=O)c1ccc(Cn2cccn2)o1

screen / no.	1	2	3	4	5	6
PHOSPHO1 inh	24	2	-30	8	19	29
MEKK3 PB1 HTS	104	95	98	93	108	97
p-CIP stab down	-14	-9	-20	-2	3	-3
CRFBP-R2 agonist	-0.2	-0.8	-0.1	-0.8	0.3	0.3
IDE inh	3	-2	-2	-2	-1	-1
IDE cell activ	-2	-4	-1	3	-4	3
M4 PAM	-2	-6	-14	10	32*	16
GalR3 antagonist	-3	3	-5	-4	-9	-5
CRFBP-R2 block	-15	8	-5	-39	-16	19

(7) Cc1cc([N+](=O)[O-])ccc1NC(=O)c1cccc(NC(=O)C(C)C)c1
(8) CC(C)(C)c1ccc(/C=N/N2C(=O)CSC2=S)cc1
(9) CC(C)CC(=O)c1c[nH]c(C(=O)O)c1
(10) CC(C)n1c(O)c(N=Nc2ccccn2)c2ccccc21
(11) COc1cccc(CNC23CC4CC(CC(C4)C2)C3)c1OCc1ccccc1
(12) O=C(O)C(=O)/C(=C\c1cccc2ccccc12)c1ccc2ccccc2n1

screen / no.	7	8	9	10	11	12
PHOSPHO1 inh	43	-22	-3	-27	23	26
MEKK3 PB1 HTS	104	102	107	103	95	85
p-CIP stab down	-4	-1	-7	-20	-1	-10
CRFBP-R2 agonist	-0.6	1.2	-0.2	3.1	-0.1	96*
IDE inh	3	8	-6	-4	-12	5
IDE cell activ	-4	3	6	3	4	3
M4 PAM	12	2	9	-1	-27	2
GalR3 antagonist	-3	-9	-6	-4	-12	0
CRFBP-R2 block	14	1	6	-19	-26	-138

(13) CCC1CCCCN1S(=O)(=O)c1ccccc1[N+](=O)[O-] (configuration not stated)
(14) COc1cc([C@@H]2C[C@H]3CN(c4ccccc4)C(=O)[C@]34CCCN24)cc(OC)c1OC
(15) COc1cc(C(=O)NC(=S)NCc2ccco2)cc(OC)c1OC
(16) CC1(C)Cc2c(cnn2-c2ccccc2)-c2c1c1ccccc1n2CC(O)CBr (configuration not stated)
(17) Cc1nc2ccccc2c2oc(C(=O)N3CCN(c4ccc([N+](=O)[O-])cc4)CC3)cc12
(18) COc1cccc(OCC(O)CN2CCOCC2)c1 (configuration not stated)

screen / no.	13	14	15	16	17	18
PHOSPHO1 inh	32	20	55	14	34	30
MEKK3 PB1 HTS	98	97	100	101	99	98
p-CIP stab down	-5	3	-11	0	-7	7
CRFBP-R2 agonist	-0.3	1.6	-1.2	2.4	1.3	-0.8
IDE inh	2	1	-2	4	6	-4
IDE cell activ	2	5	-1	2	0	3
M4 PAM	1	-12	6	2	3	1
GalR3 antagonist	-3	4	-4	-3	-7	-5
CRFBP-R2 block	-6	5	-5	-3	1	6

Rewritten with values under each structure: part of the list above.
Each structure is followed by: PHOSPHO1 inh	MEKK3 PB1 HTS	p-CIP stab down	CRFBP-R2 agonist	IDE inh	IDE cell activ	M4 PAM	GalR3 antagonist	CRFBP-R2 block
#15 COc1cc(C(=O)NC(=S)NCc2ccco2)cc(OC)c1OC
→ 55	100	-11	-1.2	-2	-1	6	-4	-5
#16 CC1(C)Cc2c(cnn2-c2ccccc2)-c2c1c1ccccc1n2CC(O)CBr (configuration not stated)
→ 14	101	0	2.4	4	2	2	-3	-3

(listing goes on)
(19) O=C(CSc1nc2[nH]ncc2c(=O)n1-c1ccccc1Br)NCc1ccco1
(20) O=C(CCN1C(=O)c2ccccc2C1=O)N1CCN(c2ccccc2)CC1
(21) CCN1CCCC1CNC(=O)c1cc([N+](=O)[O-])c(N(C)C)cc1OC (configuration not stated)
(22) Cc1cnn(-c2cc(Oc3ccccc3)ncn2)c1
(23) CCc1ccc2oc(-c3ccc(NC(C)=O)cc3)nc2c1
(24) CC(C)CCOP(=O)(c1ccccc1)c1ccccc1

screen / no.	19	20	21	22	23	24
PHOSPHO1 inh	7	-23	/	4	/	2
MEKK3 PB1 HTS	109	103	104	96	101	112
p-CIP stab down	-4	-6	-57	-22	-8	-11
CRFBP-R2 agonist	0.5	0.2	0.4	-1.6	2.7	-1.9
IDE inh	-1	8	-2	-5	9	5
IDE cell activ	4	3	3	5	0	4
M4 PAM	4	4	-4	2	0	4
GalR3 antagonist	-6	-6	-10	-6	3	-12
CRFBP-R2 block	0	13	10	-4	-11	-12

(25) O=C1CCCC(O)=C1C=NCCc1ccccc1
(26) N#C/C(=C\c1cccc(O)c1)c1nc2ccccc2o1
(27) CCOc1ccc(OCCCC(=O)Nc2cc(Cl)ccc2-n2cncn2)cc1
(28) COc1ccc(OC)c(CNn2c(-c3cccc(C)c3)nc3ccccc3c2=O)c1
(29) O=c1c2ccccc2ncn1-c1ccccc1C(F)(F)F
(30) C=CCN(CC=C)S(=O)(=O)c1ccc(C(=O)Nc2nc3c(s2)CCc2ccccc2-3)cc1

screen / no.	25	26	27	28	29	30
PHOSPHO1 inh	-4	4	/	14	29	-14
MEKK3 PB1 HTS	107	103	/	1.0*[inhibitor]	113	100
p-CIP stab down	5	-16	/	0	-9	-5
CRFBP-R2 agonist	-0.1	-4.8	-1.2	0.9	-2.3	0.0
IDE inh	2	-2	-1	1	4	9
IDE cell activ	3	7	3	-3	0	5
M4 PAM	8	-2	-4	1	7	2
GalR3 antagonist	-2	-4	-4	-7	0	2
CRFBP-R2 block	0	3	-5	-13	-4	13

(31) Cc1c([N+](=O)[O-])cc(C(=O)Nc2ccc(Cc3ccncc3)cc2)cc1[N+](=O)[O-]
(32) COc1ccccc1NC(=O)c1csc(-n2nc(C)cc2C(F)(F)F)n1
(33) NC(=O)COc1ccc2oc(-c3ccccc3)cc(=O)c2c1
(34) COC(=O)c1ccc(OCCN2C3=NCCN3c3ccccc32)cc1
(35) CCOC(=O)C1=CN(Cc2ccco2)S(=O)(=O)NC1c1ccc(C(F)(F)F)cc1 (configuration not stated)
(36) CCN(CC)CCN(C(=O)c1cc2ccccc2cc1OC)c1nc2ccc(F)cc2s1

screen / no.	31	32	33	34	35	36
PHOSPHO1 inh	3	3	-14	-34	/	22
MEKK3 PB1 HTS	91	100	112	103	/	104
p-CIP stab down	6	-4	-9	-6	/	-7
CRFBP-R2 agonist	-1.6	6.1	-1.0	0.7	3.1	5.9
IDE inh	3	7	/	1	/	3
IDE cell activ	2	-1	4	8	1	4
M4 PAM	-9	11	6	-21	-3	-5
GalR3 antagonist	-4	-2	-7	-2	-5	-6
CRFBP-R2 block	-5	-17	4	-8	2	-19

14 entries from above, with values under each structure:
Sequence of screens: PHOSPHO1 inh, MEKK3 PB1 HTS, p-CIP stab down, CRFBP-R2 agonist, IDE inh, IDE cell activ, M4 PAM, GalR3 antagonist, CRFBP-R2 block
[20] O=C(CCN1C(=O)c2ccccc2C1=O)N1CCN(c2ccccc2)CC1
    -23, 103, -6, 0.2, 8, 3, 4, -6, 13
[21] CCN1CCCC1CNC(=O)c1cc([N+](=O)[O-])c(N(C)C)cc1OC (configuration not stated)
    /, 104, -57, 0.4, -2, 3, -4, -10, 10
[22] Cc1cnn(-c2cc(Oc3ccccc3)ncn2)c1
    4, 96, -22, -1.6, -5, 5, 2, -6, -4
[23] CCc1ccc2oc(-c3ccc(NC(C)=O)cc3)nc2c1
    /, 101, -8, 2.7, 9, 0, 0, 3, -11
[24] CC(C)CCOP(=O)(c1ccccc1)c1ccccc1
    2, 112, -11, -1.9, 5, 4, 4, -12, -12
[25] O=C1CCCC(O)=C1C=NCCc1ccccc1
    -4, 107, 5, -0.1, 2, 3, 8, -2, 0
[26] N#C/C(=C\c1cccc(O)c1)c1nc2ccccc2o1
    4, 103, -16, -4.8, -2, 7, -2, -4, 3
[27] CCOc1ccc(OCCCC(=O)Nc2cc(Cl)ccc2-n2cncn2)cc1
    /, /, /, -1.2, -1, 3, -4, -4, -5
[28] COc1ccc(OC)c(CNn2c(-c3cccc(C)c3)nc3ccccc3c2=O)c1
    14, 1.0*[inhibitor], 0, 0.9, 1, -3, 1, -7, -13
[29] O=c1c2ccccc2ncn1-c1ccccc1C(F)(F)F
    29, 113, -9, -2.3, 4, 0, 7, 0, -4
[30] C=CCN(CC=C)S(=O)(=O)c1ccc(C(=O)Nc2nc3c(s2)CCc2ccccc2-3)cc1
    -14, 100, -5, 0.0, 9, 5, 2, 2, 13
[31] Cc1c([N+](=O)[O-])cc(C(=O)Nc2ccc(Cc3ccncc3)cc2)cc1[N+](=O)[O-]
    3, 91, 6, -1.6, 3, 2, -9, -4, -5
[32] COc1ccccc1NC(=O)c1csc(-n2nc(C)cc2C(F)(F)F)n1
    3, 100, -4, 6.1, 7, -1, 11, -2, -17
[33] NC(=O)COc1ccc2oc(-c3ccccc3)cc(=O)c2c1
    -14, 112, -9, -1.0, /, 4, 6, -7, 4

Hits appear at their usual frequency; any-hit rate near 4.2%.
